# Screening data (PubChem)
# Hep lipid drop = modulators of hepatic lipid droplet formation; hit rate 0.4% among 240,000; AID 1656; AML12 mouse hepatocytes, oleate lipid droplets, BODIPY imaging; inhibition, % at 6.5 µM;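 active = lipid droplet intensity inhibited by at least 50%, with more than 500 cells counted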
#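 Test system: AML12 mouse liver cells; schedule: overnight exposure; technique: high-content imaging of BODIPY-stained droplets and DAPI nuclei; read-out: % inhibition of corrected integrated BODIPY droplet signal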
# NOD2 inhibition = NOD2 signaling inhibitors, cell-based, luminescence, uHTS, HEK293 (AID 1566); HEK293 NOD2/NF-kB luciferase reporter, luminescence; higher % means a stronger effect; inhibition, % at 4 µM; hits with a dose series show EC50 in µM; hit rate 0.63% among 290,000; in the data active = inhibition above about 50%; note: many of its hits are not listed in these tables
# Hep lipid drop cells 6.5 µM = also measured in Hep lipid drop; calls as there; cell count; measured here: cell count, cytotoxicity flag;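 cells counted across two imaged fields per well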
# Active calls of the source: *. These rows are one share of the data (hit frequency here may not be typical).
SMILES,Hep lipid drop,Hep lipid drop cells 6.5 µM,NOD2 inhibition
CC(C)[C@H](N)C(=O)NC[C@H]1CC[C@H](C(=O)N[C@@H](Cc2ccccc2)C(=O)O)CC1,3,811,14%
O=c1oc2cc(Br)ccc2n1Cc1ccccc1,4,835,0%
O=C(NCCc1ccc(Cl)cc1)c1ccc2nccnc2c1,10,847,-30%
Cc1cccc2c1-c1sc(C(=O)Nc3cccnc3)cc1CO2,-8,695,3%
CCC1Sc2ccc(S(=O)(=O)CCC(=O)Nc3ccc(NC(C)=O)cc3)cc2NC1=O (configuration not stated),7,649,17%
COc1ccc(Nc2nnc(C)c3ccccc23)cc1,-2,808,-12%
COCC(=O)Nc1cc(C)cn(Cc2ccc(F)cc2)c1=O,-10,786,-2%
CC(C)NC(=O)c1ccccc1NS(=O)(=O)c1ccc(Br)s1,-9,861,8%
O=C(N/N=C/c1ccc(Cl)cc1Cl)c1ccc2nc[nH]c2c1,0,712,-5%
COc1ccc(CCN(C)C(=O)c2c(C)nn(-c3ccccc3)c2C)cc1OC,-21,664,7%
CC(C)CCN1C(Nc2ccccc2)=NC[C@@H]1Cc1ccccc1,-2,772,0%
NS(=O)(=O)c1ccc2nc(NC(=O)c3ccc4ncsc4c3)sc2c1,7,831,12%
O=C(O)CC(NC(=O)C12CC3CC(CC(C3)C1)C2)c1ccc(Cl)cc1 (configuration not stated),-3,888,-3%
OCC[C@@H]1C[C@@H](O)[C@H](O)[C@]2(Cc3ccccc3CO2)O1,1,745,5%
CN(CC(=O)Nc1ccc(OC(F)(F)F)cc1)C(=O)Cc1c(Cl)cccc1Cl,-2,832,7%
Cc1cc(C)c(S(=O)(=O)N2CCOC2CNC(=O)C(=O)NCCN2CCOCC2)c(C)c1 (configuration not stated),2,866,-1%
O=C(c1cccc(F)c1F)N1CCCc2ccccc21,-3,803,8%
CN(Cc1nccs1)C(=O)C1CCC(=O)N(CCc2cccc(F)c2)C1 (configuration not stated),-32,562,-5%
Cc1ccc(CNC(=O)c2ccc(CS(=O)(=O)c3ccccc3)o2)cc1,-8,680,26%
O=C1CCN(CCc2ccccc2)CCN1[C@H](CO)Cc1ccccc1,-6,787,-33%
O[C@@H]1CN(Cc2ccccc2Cl)CC[C@H]1N1CCOCC1,10,847,-9%
COc1ccc(C(=O)N2N=C(c3cccs3)CC2c2ccccc2O)cc1 (configuration not stated),9,698,-6%
Cc1ccc(S(=O)(=O)N2CCC(C(=O)Nc3nnc(C)s3)CC2)cc1,5,663,9%
Cc1nc2ccccc2n1CC(=O)c1ccccc1,-12,822,19%
COc1ccc(C)cc1S(=O)(=O)N(C)CC(=O)NCc1ccncc1,-2,784,-9%
Cc1ccc(N(CC(=O)NC(C)(C)C)C(=O)CCC(=O)Nc2nccs2)cc1C,-6,787,8%
Cc1cccc(NC(=O)[C@H](Cc2c[nH]c3ccccc23)NC(=O)[C@@H]2Cc3ccccc3CN2)c1,5,826,-6%
CCOc1cc(CNCc2ccc3c(c2)OCO3)ccc1OC,-3,809,8%
CC(=O)Nc1ccc(S(=O)(=O)Nc2ccc3c(c2)n(C)c(=O)n3C)c(C)c1,-32,738,12%
Cc1cc2c(NC3CCCCC3)ncnc2s1,-3,805,31%
O=C(Nc1ccccc1C(=O)NCCCN1CCOCC1)c1ccc(F)cc1,4,816,-5%
N#C/C(=C\c1cccc(Br)c1)C(=O)N1CCCCC1,-1,837,-11%
COc1ccc(CNC(=O)NCCc2c[nH]c3ccccc23)cc1,20,893,-16%
Cc1nc([N+](=O)[O-])cn1CC(=O)Nc1ccc(Cl)cc1,-1,867,1%
CCCC(C)NC(=O)C1CCN(C(=O)C2CC(=O)N(c3ccc(C)cc3)C2)CC1 (configuration not stated),-3,774,2%
Cn1c(SCC(=O)Nc2ccc(Br)cn2)nnc1C1CC1,-2,829,11%
CC1(C)CC(=O)c2sc(NS(=O)(=O)c3cc(Cl)ccc3Cl)nc2C1,-11,789,-1%
O=C(NC1CCCCC1)C(c1ccc(O)cc1)N(C(=O)c1cnccn1)c1cccc(F)c1 (configuration not stated),-15,759,3%
CC1CCCCN1CCCNC(=O)CCCN1C(=O)c2cccnc2Sc2ccccc21 (configuration not stated),13,743,4%
COc1cc(/C=C2/SC(=S)N(Cc3ccccc3)C2=O)cc(OC)c1O,-1,685,-3%
O=C(Cn1ncc2c([nH]c3ccccc32)c1=O)Nc1ccc(F)cc1F,-22,675,16%
COc1ccc(S(=O)(=O)NC2CCSc3ccccc32)cc1NC(C)=O (configuration not stated),-3,818,-6%
O=C(N/N=C/c1ccc2c(c1)OCO2)c1ccc(COCC(F)(F)C(F)F)cc1,19,846,-146%
Cc1cc(N2CCOCC2)nc2ccc(NC(=O)CCC(=O)N3CCN(c4ccccc4)CC3)cc12,17,837,-42%
COc1cc(C(=O)Oc2cccnc2)cc(OC)c1OC,0,868,0%
C=C1C(=O)O[C@H]2C[C@]3(C)C([C@@H](OC(=O)/C(C)=C/C)[C@H]12)[C@](C)(O)CC[C@H]3O (some centres not stated),-1,795,23%
O=C(c1ccc(Br)o1)N1N=C(c2ccc(Cl)cc2)CC1c1ccco1 (configuration not stated),5,748,0%
COc1cc(NC(=O)CSc2nc(C3CC3)nc3ccccc23)cc(OC)c1,8,640,8%
CC1CN(C(=O)COc2ccc3ccccc3c2Br)CC(C)O1 (configuration not stated),-22,601,-11%
CCCNC(=O)CCc1nnc2ccc(N3CCC(C)CC3)nn12,4,847,11%

# (list continues)
SMILES,Hep lipid drop,Hep lipid drop cells 6.5 µM,NOD2 inhibition
Cc1cc(NS(=O)(=O)c2c(C)c(C)cc(C)c2C)no1,-1,593,9%
O=C(Nc1nccs1)C1CC(=O)N(c2ccc(F)cc2)C1 (configuration not stated),0,817,17%
COc1ccc(CNC(=O)CCNC(=O)N2CCn3c2nc2ccccc23)cc1,-7,721,-2%
COc1ccc(OCC(=O)Nc2ccccc2N2CCN(C)CC2)cc1,-7,748,2%
CC1(C)Cc2c(sc(NC(=O)C(=O)N3CCOCC3)c2C#N)CO1,-1,697,2%
CN(CCC1CCOCC1)C(=O)C1CCC(=O)N(CCc2cccc(F)c2)C1 (configuration not stated),-1,823,-12%
CC(NC(=O)C(=O)NCCc1c[nH]c2ccccc12)c1ccccc1 (configuration not stated),-10,397,-3%
Cc1nc2cc(NC(=O)c3ccc(Cl)cc3)ccc2n1C,9,781,-94%
O=C(NC1CCCC1)c1cc(=O)[nH]c2ccccc12,-5,797,-9%
CCOC(=O)c1cc(S(=O)(=O)N(C)Cc2ccccc2)cn1C,-28,681,13%
COc1ccc(-n2nc3c(N4CCC(C(=O)NCCc5ccccc5C)CC4)nnc(C)c3c2C)cc1,-124,364,-41%
COc1ccc(S(=O)(=O)N2CCCOC2CNC(=O)C(=O)NCCc2ccco2)cc1OC (configuration not stated),-21,708,14%
CCn1cc(C(=O)NCCc2ccccc2)c(=O)c2cc(S(=O)(=O)N(C)C)ccc21,1,810,15%
Cc1c(CCC(=O)NCC(=O)NCC(=O)O)c(=O)oc2cc3oc4c(c3cc12)CCCC4,-2,843,-32%
Cc1nn(-c2ccc(NC(=O)c3ccncc3)cc2)c(C)c1Cl,-5,808,50%*
CC(C)c1ccc(NC2CCCN(C(=O)CCc3cn[nH]c3)C2)cc1 (configuration not stated),-8,656,9%
CCOc1ccc(/C=N/NC(=O)c2cc3ccccc3cc2OC)cc1,6,815,19%
O=[N+]([O-])c1cccc(/C=N/Nc2ncc(Br)cn2)c1,6,823,-17%
O=C(NCc1ccc(Cl)cc1)c1cc(=O)[nH]c2ccccc12,-42,802,-36%
CCCOc1ccc(S(=O)(=O)Nc2ccccn2)c2ccccc12,6,844,2%
O=C(NCc1cccnc1)Nc1ccc(Cl)cc1Cl,-11,650,10%
CCOc1ccc(N(CC(=O)NC2CC2)S(=O)(=O)c2ccc(C)cc2)cc1,0,773,-2%
COc1ccc(N2CC(C(=O)N3CCc4ccccc43)CC2=O)cc1 (configuration not stated),-6,689,12%
Cc1ccccc1C(=O)N1CCN(S(=O)(=O)c2ccccc2)CC1,-1,781,-5%
COc1cc(C(=S)N2CCOCC2)ccc1OC(=O)c1ccccc1[N+](=O)[O-],7,797,10%
COc1cccc2cc(C(=O)Nc3ccccc3C(=O)N3CCOCC3)oc12,2,861,12%
CC(=O)N[C@@H](Cc1c[nH]c2ccccc12)C(=O)NC1CC1,8,865,-7%
COc1ccc(NC(=O)c2cc(-c3ccco3)on2)c(OC)c1,4,807,19%
O=C(CCCCCN1C(=O)[C@@H]2Cc3ccccc3CN2C1=O)N[C@@H](Cc1ccc(O)cc1)C(=O)O,-2,791,7%
O=C(Nc1nnc2n1CCS2)c1ccco1,-9,746,9%

# In a second layout: entries from further up
# Value order – Hep lipid drop | Hep lipid drop cells 6.5 µM | NOD2 inhibition
> Cc1c(CCC(=O)NCC(=O)NCC(=O)O)c(=O)oc2cc3oc4c(c3cc12)CCCC4
  -2 | 843 | -32%
> Cc1nn(-c2ccc(NC(=O)c3ccncc3)cc2)c(C)c1Cl
  -5 | 808 | 50%*
> CC(C)c1ccc(NC2CCCN(C(=O)CCc3cn[nH]c3)C2)cc1 (configuration not stated)
  -8 | 656 | 9%
> CCOc1ccc(/C=N/NC(=O)c2cc3ccccc3cc2OC)cc1
  6 | 815 | 19%
> O=[N+]([O-])c1cccc(/C=N/Nc2ncc(Br)cn2)c1
  6 | 823 | -17%
> O=C(NCc1ccc(Cl)cc1)c1cc(=O)[nH]c2ccccc12
  -42 | 802 | -36%
> CCCOc1ccc(S(=O)(=O)Nc2ccccn2)c2ccccc12
  6 | 844 | 2%
> O=C(NCc1cccnc1)Nc1ccc(Cl)cc1Cl
  -11 | 650 | 10%
> CCOc1ccc(N(CC(=O)NC2CC2)S(=O)(=O)c2ccc(C)cc2)cc1
  0 | 773 | -2%
> COc1ccc(N2CC(C(=O)N3CCc4ccccc43)CC2=O)cc1 (configuration not stated)
  -6 | 689 | 12%
> Cc1ccccc1C(=O)N1CCN(S(=O)(=O)c2ccccc2)CC1
  -1 | 781 | -5%
> COc1cc(C(=S)N2CCOCC2)ccc1OC(=O)c1ccccc1[N+](=O)[O-]
  7 | 797 | 10%
> COc1cccc2cc(C(=O)Nc3ccccc3C(=O)N3CCOCC3)oc12
  2 | 861 | 12%
> CC(=O)N[C@@H](Cc1c[nH]c2ccccc12)C(=O)NC1CC1
  8 | 865 | -7%
> COc1ccc(NC(=O)c2cc(-c3ccco3)on2)c(OC)c1
  4 | 807 | 19%
> O=C(CCCCCN1C(=O)[C@@H]2Cc3ccccc3CN2C1=O)N[C@@H](Cc1ccc(O)cc1)C(=O)O
  -2 | 791 | 7%
> O=C(Nc1nnc2n1CCS2)c1ccco1
  -9 | 746 | 9%

# More results follow.
SMILES,Hep lipid drop,Hep lipid drop cells 6.5 µM,NOD2 inhibition
Cn1nccc1C(=O)NC1CCCc2c1cnn2-c1ccccc1F (configuration not stated),-56,545,0.61µM*
COc1ccc(S(=O)(=O)NCc2ccc(C(=O)N3CCN(Cc4ccccc4)CC3)cc2)cc1,6,736,28%
CC(C)(C)c1cc(NC(=O)c2cccs2)no1,1,664,-90%
CCOc1ccc(NCc2cccn2-c2nnc(N3CCC(C(=O)NCCCN4C(C)CCCC4C)CC3)s2)cc1 (configuration not stated),-15,644,16%
COc1ccc(-n2nc(C(=O)NCC(=O)NCCc3ccc(OC)c(OC)c3)c3ccccc3c2=O)cc1,-9,818,17%
NC1=NC(=O)/C(=C/c2ccc(OCC(=O)O)cc2)S1,-4,835,18%
CC(=O)N1CCc2c(sc(NC(=O)CCS(=O)(=O)c3ccccc3)c2C#N)C1,-1,837,3%
CCOC(=O)C1CCN(C(=O)C2CCC(=O)N(CC3CCCCC3)C2)CC1 (configuration not stated),5,846,9%
CCn1nc(C)c(CNC(=O)c2cc(COc3cncc(Cl)c3)on2)c1C,18,774,21%
CCOc1ccccc1NC(=O)CCNS(=O)(=O)c1cccc2nonc12,-7,795,0%
COc1ccccc1CCN1CCCC(CN(C)C(=O)CCC(=O)N(C)C)C1 (configuration not stated),0,804,-11%
Cc1cccc(Nc2nc(-c3ccc(F)cc3)cs2)n1,2,792,-78%
Cc1[nH]cnc1C(=O)N/N=C/c1ccc([N+](=O)[O-])s1,-40,742,47%
CCc1ccc(C(=O)Nn2c(C)nc3ccccc3c2=O)cc1,-2,771,3%
CCCc1cc(N2CCOCC2)n2nc(C)c(-c3ccccc3)c2n1,64*,803*,18%
COc1cccc(CN2CC(C(=O)NCCCn3ccnc3C)CCC2=O)c1 (configuration not stated),4,826,15%
O=C(N/N=C/c1ccncc1)c1cc2ccccc2cc1O,-4,625,11%
CCc1ccc(C2=NN(C(=O)CCC(=O)O)C(c3cccs3)C2)cc1 (configuration not stated),2,843,-2%
Cc1cc(OC(C)C(=O)NC(Cc2c[nH]c3ccc(O)cc23)C(=O)O)c2c(C)c(C)c(=O)oc2c1 (configuration not stated),-3,767,1%
COc1ccc(NC(=O)NN2CCN(C)CC2)c(OC)c1,-2,695,1%
CC(C)c1ccc(C(O)c2nc3ccccc3n2C)cc1 (configuration not stated),-4,839,6%
O=C(NN1CCOCC1)c1ccc(F)cc1,8,886,-6%
CCc1ccc(C(=O)COC(=O)c2ccccc2OC)cc1,2,635,13%
COc1ccc(CNC(=O)C2CCN(C(=O)c3csc(Nc4ccc(C)cc4)n3)CC2)cc1,24,787,11%
Cc1cc(C)n(CCNC(=O)c2ccc3c(c2)OCO3)n1,-15,692,-2%
O=C(O)c1ccccc1Nc1ccnc(C(F)(F)F)c1,10,409,13%
CCN(CC)CCN(Cc1cc2cc3c(cc2[nH]c1=O)OCO3)C(=S)NCC(C)C,-1,798,7%
COc1ccc(C(=O)Nc2nnc(-c3ccc(F)cc3)s2)c(OC)c1,0,788,24%
CCOC(=O)c1ccc(NC(=S)N2CCN(C(=O)C3CCCO3)CC2)cc1 (configuration not stated),20,787,-2%
